# NR2E3 ag-1: inhibitors of NR2E3-RetCOR corepressor binding, primary screen, NR2E3 agonist project, biochemical, TR-FRET, GST-NR2E3, biotin-RetCOR; 320,000 tested, 0.12% active; AID 2300, 2010; 1536-well; inhibition of corepressor binding, % at 4.78 µM;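 active means percent inhibition above the cutoff of mean plus 3 SD of all tested compounds, set per screening campaign, cut at about 20% in these data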;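 further: 0% = DMSO wells and 100% = biotin wells as full block of FRET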
# Target sequence (Q9Y5X4 whole entry, looked up): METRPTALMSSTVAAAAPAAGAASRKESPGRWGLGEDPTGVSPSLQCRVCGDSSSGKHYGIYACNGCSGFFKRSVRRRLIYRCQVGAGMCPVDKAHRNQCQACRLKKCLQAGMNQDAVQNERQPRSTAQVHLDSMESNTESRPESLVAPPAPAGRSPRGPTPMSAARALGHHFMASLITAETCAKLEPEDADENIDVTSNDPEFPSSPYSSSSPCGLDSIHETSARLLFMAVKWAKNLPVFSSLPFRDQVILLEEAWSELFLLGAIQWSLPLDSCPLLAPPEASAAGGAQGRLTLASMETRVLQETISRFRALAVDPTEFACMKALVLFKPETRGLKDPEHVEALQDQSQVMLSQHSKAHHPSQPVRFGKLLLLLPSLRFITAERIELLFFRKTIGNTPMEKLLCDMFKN
#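 Test system – NR2E3–RetCOR corepressor complex · Quantity – NR2E3 fusion 1.35 nM · Buffer or medium – Tris pH 7.5 · Incubation – Compound–protein incubation for 5 h at 4 °C · Technique – TR-FRET, Eu(K)-anti-GST donor, streptavidin-D2 acceptor, ex 340, em 617/671 nm · Evaluation – percent inhibition of 671/617 nm emission ratio versus biotin and DMSO controls · Plate – 1536-well format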
# hiPSC survival: enhancers of single-cell hiPSC survival, primary screen, ATPlite luminescence | AID 602274, 2012 | 360,000 tested, 0.044% active | survival enhancement, % at 20 µM | 100% = ROCK inhibitor wells, 0% = DMSO; in the data active means survival enhancement above about 18%;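 further: cells exposed to compounds for 16 hours before the ATP read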
# HIF-2a inh: HIF-2a reporter inhibitors, primary screen, luminescence, 786-0 RCC cells; 786-0 RCC cells HIF-2a reporter, luciferase luminescence, overnight; inhibition, % at 18.8 µM; 360,000 tested, 0.72% active;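 active means inhibition of the luminescence signal of 40% or more relative to plate controls, in a single-dose primary screen at 18.75 µM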
# PDI turbidity: inhibitors of human PDI, primary screen, biochemical, turbidity, single point, plate reader; PDI insulin aggregation turbidity, A650, 90 min; inhibition, % at 10 µM; 350,000 tested, 0.052% active;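 active means mean inhibition across replicates of 30% or more, whatever share of single replicates reach that level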;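 further: absorbance from insulin aggregation driven by PDI reduction with DTT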
# Target sequence (P07237 whole entry, looked up): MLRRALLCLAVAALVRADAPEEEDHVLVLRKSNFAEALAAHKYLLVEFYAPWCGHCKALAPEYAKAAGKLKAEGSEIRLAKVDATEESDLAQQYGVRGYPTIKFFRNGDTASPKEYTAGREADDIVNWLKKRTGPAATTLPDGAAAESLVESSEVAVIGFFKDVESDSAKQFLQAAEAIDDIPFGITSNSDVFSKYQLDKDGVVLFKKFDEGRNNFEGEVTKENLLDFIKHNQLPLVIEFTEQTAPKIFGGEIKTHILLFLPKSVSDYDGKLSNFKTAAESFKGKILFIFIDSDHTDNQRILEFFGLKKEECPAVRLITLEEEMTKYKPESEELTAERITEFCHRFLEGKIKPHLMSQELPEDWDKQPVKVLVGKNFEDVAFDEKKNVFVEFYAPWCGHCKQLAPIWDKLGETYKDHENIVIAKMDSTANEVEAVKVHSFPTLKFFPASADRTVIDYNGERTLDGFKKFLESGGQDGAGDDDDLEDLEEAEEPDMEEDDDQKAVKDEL
# aDG glyco up: activators of alpha-DG glycosylation, primary screen, uHTS, Pro5-aDG cells, AlphaScreen; AID 624168, 2012; alpha-DG glycosylation AlphaScreen (IIH6); 0% Pro5, 100% B10-LARGE cell signal; activation, % at 10 µM; 360,000 tested, 0.22% active;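 active means activation of at least 8% versus controls, or a plate z-score of at least 8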;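 further: Pro5 are CHO cells carrying HIG-tagged alpha-DG that lacks glycosylation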
# NR2E3 ag-2: NR2E3 agonists in two-hybrid cells, primary screen, cell-based, luminescence, CHO-S, Gal4-NCOR/VP16-NR2E3; inhibition of corepressor binding, % at 3.98 µM; AID 602229, 2012; 360,000 tested, 0.35% active; Photoreceptor-specific nuclear receptor (Homo sapiens), Q9Y5X4; luciferase;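 active means inhibition above the mean of all tested compounds plus 3 SD, cut at about 70% in these data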;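 further: 0% = DMSO with NR2E3 transfected cells and 100% = cells lacking NR2E3 construct; higher means lower luciferase signal from less NR2E3 corepressor binding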
# CaV13 FRET inh: Primary screen for inhibitors of IQ motif and Ca2+-dependent inactivation inhibitor domain binding in CACNA1D, Förster resonance energy transfer in living cells, … | 340,000 tested, 0.098% active | HEK cells, CFP/YFP FRET ICDI-IQ, plate reader, 10 min; percent FRET-ratio fall versus neutral wells | inhibition, % at 12.3 µM;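 active means mean replicate inhibition of at least 30% and at least 1% of replicates passing that level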;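 further: 0% = median of the neutral control wells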
# Peg3 prom inh: Peg3 promoter-driven luciferase inhibitors, primary screen, cell-based, HeLa, luciferase luminescence; HeLa PEG-Prom luciferase reporter, overnight; inhibition, % at 20 µM; 360,000 tested, 1.7% active; AID 588405, 2011;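 active means inhibition of at least 50% at 20 µM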
# Vif imaging: HIV Vif self-association inhibitors, primary screen, imaging, HEK293T, single point. HEK293T cells, Vif self-association by quenched fluorescence, 24 h. inhibition, % at 7.49 µM. 340,000 tested, 0.35% active. AID 602346, 2012; in the data active means inhibition above about 50%, passing the limit was not always enough; further: some results filed as inactive read as strong as hits
# Granule exo inh: LAMP-1 surface exposure blockers, TALL-104 cells – cell-based, flow cytometry, MLPCN library, primary screen; inhibition, % at 10 µM; TALL-104 LAMP-1 surface exposure; cells stimulated with thapsigargin and PMA; AID 651702, 2012; 360,000 tested, 0.66% active;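 active means inhibition above about 55%, limit read from the data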
# MITF TRPM1 inh: inhibitors of MITF-dependent TRPM1 promoter reporter, primary screen, cell-based, SK-MEL-5, single point, luciferase; 330,000 tested, 0.83% active; inhibition, % at 12.5 µM; SK-MEL-5 TRPM1 promoter luciferase, 24 h;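 active means mean inhibition across replicates of 60% or more, whatever share of single replicates reaches that level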; further: values of inactives mirror those of a sister screen read the other way
# * hit, by the source's call; · = not tested or not shown. The order is random; 3.5% or so of the library scored in one or more.
# The first 2 entries as a preview:
SMILES,NR2E3 ag-1,hiPSC survival,HIF-2a inh,PDI turbidity,aDG glyco up,NR2E3 ag-2,CaV13 FRET inh,Peg3 prom inh,Vif imaging,Granule exo inh,MITF TRPM1 inh
Cc1occc1C(=O)NC1CCCCCC1,3,-0.3,-51,0,-0.3,-14,·,-48,7,2,-14
CCOc1ccc(C(CC(=O)O)NC(=O)C2c3ccccc3Oc3ccccc32)cc1 (stereo unspecified),3,1.8,11,-3,-0.2,-1,-3,3,1,2,14

# The whole of this part, repeating the preview:
SMILES,NR2E3 ag-1,hiPSC survival,HIF-2a inh,PDI turbidity,aDG glyco up,NR2E3 ag-2,CaV13 FRET inh,Peg3 prom inh,Vif imaging,Granule exo inh,MITF TRPM1 inh
Cc1occc1C(=O)NC1CCCCCC1,3,-0.3,-51,0,-0.3,-14,·,-48,7,2,-14
CCOc1ccc(C(CC(=O)O)NC(=O)C2c3ccccc3Oc3ccccc32)cc1 (stereo unspecified),3,1.8,11,-3,-0.2,-1,-3,3,1,2,14
CCOC(=O)c1cccc(NC(=O)CCc2nnc3ccc(N4CCN(C)CC4)nn23)c1,1,-0.3,1,3,0.2,-1,-3,17,15,-1,-9
Cc1noc(C)c1COC(=O)C1CC(O)CN1S(=O)(=O)c1ccc(Cl)cc1 (stereo unspecified),2,-0.5,7,-2,-0.1,-2,-16,1,·,1,-9
CC(C)c1cc(C(=O)N2CCCC(N3CCN(c4ccc(F)cc4)CC3)C2)no1 (stereo unspecified),1,-0.5,-2,-12,0.2,-10,-2,-13,-10,5,6
Cc1c(-c2cc(Br)ccc2O)nc2cc3c(cc2c1C)OCO3,1,-0.7,-165,3,0.0,-38,-5,-24,-1,-3,-3
O=C(CC1SC(N2CCCCC2)=NC1=O)Nc1cccc(C(=O)NCc2ccc(F)cc2)c1 (stereo unspecified),·,0.9,18,-3,0.1,2,-5,1,-11,-4,-1
COc1ccccc1NC(=S)NC(=O)Cc1ccccc1,2,1.6,7,0,-0.2,-12,-4,5,-3,-16,·
Cc1ccc(O)c(NC(=S)NC(=O)CC(C)C)c1,0,-0.9,-166,-9,0.2,-26,-6,-189,0,-3,-54
Cc1cc(C)n(CC(C)C(=O)O)n1 (stereo unspecified),3,-0.3,16,-1,-0.4,-12,-2,-4,0,5,-10
O=[N+]([O-])c1ccc(N2CCN(c3cccc(Cl)c3)CC2)nc1,-2,-0.9,-21,-1,0.5,8,-3,-9,17,-8,-27
COc1ccc(C(=O)N[C@H](C(=O)OCC(=O)NC(=O)c2cccn2C)C(C)C)cc1,-1,0.5,4,8,-0.2,-9,-2,10,-2,-1,6
Cc1c(Cl)cccc1Nc1nc(N)nc(CSc2ncccn2)n1,0,-0.9,-178,-2,0.1,-36,-5,-208,8,2,0
CCOc1cc(/C=C(\C#N)c2[nH]nc(N)c2C#N)ccc1O,1,-0.8,27,-3,-0.4,21,-8,42,-7,9,9
CCOc1ccc(Oc2ccc(-c3nnc(-c4ccccc4)o3)cc2[N+](=O)[O-])cc1,0,0.4,-22,6,-0.1,2,-3,-25,·,-1,-6
O=C(COC(=O)/C(=C/c1cccs1)c1cccs1)NC(c1ccccc1)c1ccccc1,4,-0.5,24,-2,0.4,0,-19,26,0,-1,71*
CN(C)c1nc(N)nc(Cn2ccnc2)n1,2,-2.9,20,6,2.9,9,-5,-8,-2,0,10
CC(NC(=O)COC(=O)c1ccc2ccccc2n1)c1ccccc1 (stereo unspecified),·,-0.7,23,5,0.1,-14,-6,9,-2,4,-4
CCOC(=O)c1ccccc1N/C=C1\CCCC1=O,-2,1.7,-4,0,0.1,1,-6,15,12,-4,0
Cc1ccccc1-c1nc2sc(-c3ccccc3)cc2c(=O)o1,0,-2.7,-1,-3,0.0,-18,-4,-58,-1,-2,9
CC1CN(C(=O)CSc2nc(N)c(NC(=O)c3ccc(C(F)(F)F)cc3)c(=O)[nH]2)CC(C)O1 (stereo unspecified),·,-1.5,-7,9,-0.1,24,-11,-19,7,1,·
Cc1ncc([N+](=O)[O-])n1Cc1ccc(F)cc1,6,-0.6,6,-4,0.3,-6,-3,11,-3,-1,5
COc1cc(C2NC(=O)NC(C)=C2C(=O)OC2CCCCC2)cc(Cl)c1O (stereo unspecified),0,0.7,20,-3,0.0,18,-6,20,16,-1,-6
COC(=O)C1=C(Cn2cnc3ccccc32)NC(=O)NC1c1cc(C)ccc1C (stereo unspecified),-1,-1.6,25,-1,-0.5,20,-1,33,3,-1,-6
COc1cc(NS(=O)(=O)c2ccc(NC(=S)NC(=O)c3sc4ccccc4c3Cl)cc2)nc(OC)n1,5,2.1,-1,8,-0.1,-33,-3,-14,1,-4,2
CCn1cc(CNC(=O)/C=C/c2ccc([N+](=O)[O-])cc2)cn1,2,0.8,6,2,0.3,-10,-5,14,0,-3,4
CCN(CC)C(=O)[C@H]1C[C@H](CC(=O)NCCCn2ccnc2)C(=O)N2CCc3c([nH]c4cc(CCC(=O)N(C)C)ccc34)[C@]12C,·,-2.3,-29,2,-0.2,3,-3,1,9,-1,11
COc1ccc(/C=C/C(=O)OCC(=O)NC(=O)NC(C)(C)C)cc1,0,-1.4,0,-2,-0.4,-11,-19,-6,-1,2,-3
O=C(Nc1ccc(F)c(Cl)c1)c1cc(C2CCCCN2C(=O)c2ccc3c(c2)CCO3)on1 (stereo unspecified),·,-1.6,6,4,0.3,22,-10,13,-6,-7,·
CC(C)C[C@@H](CN1CCC[C@H]1CN1C(=O)C(=O)NC[C@@H]1Cc1ccccc1)N1C[C@H](Cc2ccccc2)N(CC2CCCCCC2)C(=O)C1=O,·,-1.0,-30,·,0.2,9,-6,·,·,4,·
O=C(/C=C/c1c(Cl)nc2ccccn12)Nc1ccc(F)cc1,-2,3.6,-57,-2,0.1,-5,-5,-34,5,-1,-7
O=C(OCC(=O)c1ccc[nH]1)c1ccc(S(=O)(=O)N2CCCCCC2)cc1,-3,0.6,19,4,0.0,-18,·,11,·,4,8
Cc1cccc(CC(=O)Nc2cccnc2)c1,4,1.7,9,-1,0.3,2,-5,-33,-1,12,·
COc1cc(OC)c2c(-c3ccccc3)cc(=O)oc2c1C(CC(=O)N1CCCC1)c1ccc2c(c1)OCO2 (stereo unspecified),-1,-1.3,-10,1,0.0,-12,-11,-72,-1,2,-2
Cc1ccc2nc(N(CCCN(C)C)C(=O)c3cc4ccccc4oc3=O)sc2c1,1,-2.2,-31,3,0.1,-10,-6,-78,0,2,-1
O=C(CC(=O)c1ccncc1)c1ccccc1,·,-2.0,-74,5,0.0,-55,-7,-56,-1,6,-11
Cc1ccc(/C=C/C(=O)NC2CCCCCCC2)o1,4,-1.6,-68,5,-0.2,-47,-5,17,0,58*,-16
COc1ccc(C(=O)OC(C)C(=O)NC2CCCCC2C)cc1S(=O)(=O)N1CCOCC1 (stereo unspecified),2,-0.5,13,1,0.0,-4,-6,15,8,0,8
Cc1ccc(-c2noc(CN(C(=O)C(c3ccccc3)c3ccccc3)C(C)C)n2)cc1,1,-1.4,22,9,0.4,-22,-6,36,-16,2,4
Fc1cccc(NC(=S)N2CCCC2)c1,-1,2.1,6,-2,-0.1,-1,-5,12,4,0,2
COc1ccc(/C=N/NC(=O)Cn2c(Cc3ccc(OC)c(OC)c3)nc3ccccc32)cc1OC,-3,0.3,15,-4,0.0,-15,-5,-1,1,-3,-4
COc1ccc(Cc2nnc(N/N=C/c3ccc(N(C)C)cc3)[nH]c2=O)cc1OC,0,-0.5,11,1,0.0,-4,-6,-10,1,2,-14
O=C(COC(=O)c1ccc2c(=O)n3c(nc2c1)CCC3)Nc1ccc(OC(F)F)cc1,1,4.5,-1,-7,0.1,-33,-5,-5,-8,-2,-2
CCCCCC(=O)N1CCCC(c2nc(-c3ccc(OC)cc3)no2)C1 (stereo unspecified),-1,1.4,-16,2,0.1,5,-5,-16,·,-4,-5
COc1ccc(-c2n[nH]c(=S)n2-c2ccc3c(c2)OCCO3)cc1OC,-4,1.9,-121,-1,-0.2,-42,-4,-102,9,0,-24
CC(C)C(C(=O)Nc1ccc(S(=O)(=O)N2CCOCC2)cc1)N1C(=O)c2ccccc2C1=O (stereo unspecified),-3,-1.6,18,3,-0.1,9,-4,16,-1,-2,7
O=C(c1cc2cc(Cl)ccc2oc1=O)N1CCCCCCC1,-1,-0.8,9,-1,-0.1,-8,-20,0,-6,-1,9
CCOC(=O)c1ccc2nc(C)c3c(c2c1)OC(C)C3 (stereo unspecified),1,-1.1,-1,3,-0.1,-16,·,6,·,-1,4
CC1CCCCN1CC(=O)Nc1ccc(Oc2ccccc2)cc1 (stereo unspecified),0,-1.2,1,-8,0.4,-11,·,10,·,-2,-2
Cc1oc(-c2cccc(F)c2)nc1CN1CCCN(C(=O)c2ccco2)CC1,0,-0.3,5,5,0.1,-19,-3,19,-3,4,0
Cc1cc(C)c(-n2c(SCc3nc4ccccc4s3)n[nH]c2=O)c(C)c1,-4,-0.7,21,-5,0.1,6,-4,24,-10,5,8
COc1ccc(S(=O)(=O)N(C)CC(=O)N2CCN(c3ccc(F)cc3)CC2)cc1OC,-2,0.0,3,-7,0.2,-13,-4,14,-11,-1,12
Cc1ccc2oc(-c3ccco3)cc(=O)c2c1,-1,-0.6,-300,2,0.0,-147,-7,-263,8,3,-66
CC(C)(C)c1ccc(C(=O)O/N=C(\N)Cc2cccs2)cc1,·,-2.3,-63,-2,0.1,-31,-5,6,7,27,·
COc1ccc(NC(=O)Cn2cnc3ccccc3c2=O)cc1OC,-3,1.8,-1,-1,0.3,-2,-4,9,-3,4,·
O=C(c1ccco1)N1CCN(Cc2ccccc2F)CC1,-2,3.2,9,5,0.0,-42,-4,-9,3,-11,0
CC1CCN(S(=O)(=O)c2ccc(NC(=O)CN3C(=O)NC(C)(c4ccccc4)C3=O)cc2)CC1 (stereo unspecified),2,-0.3,6,-5,0.1,2,-17,10,1,-2,-5
CCOCCCNCc1ccc(OCCC(C)C)c(OC)c1,-4,0.2,17,-2,-0.1,-9,-7,9,-13,3,7
O=C(NC1=NCCS1)c1ccc(C(F)(F)F)cc1,-1,-0.6,-228,-3,0.0,-82,-3,-318,4,2,-84
NCC/C=C1/c2ccccc2CSc2ccccc21,4,-2.1,13,3,3.5,5,-4,23,-4,5,-17
C=C(C)COc1ccc(-c2[nH]ncc2Oc2ccc(OC)cc2)c(O)c1,-8,-0.6,-149,-2,0.0,5,10,-40,7,28,-18
